Compound activity (PubChem BioAssay)
miR-122 sensor – miR-122 Renilla sensor signal increase in Huh7, primary screen, miR-122 inhibitor project, cell-based, single point, plate reader; 0.3% of 340,000 active; Huh7 miR-122 Renilla luciferase sensor, 48 h; neutral wells = 0, positive control = 100; AID 602342, 2012; activation (reporter increase), % at 12.5 µM;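 active = mean replicate activation score at least 90 and every replicate individually at or above 90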;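 also: higher luciferase means less miR-122 activity so hits act as miR-122 inhibitors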
esBAF inh – Bmi1 luciferase reporter increase in mESCs, primary screen, esBAF inhibitor project, mouse ES cells, Bmi1 luciferase knock-in, single point | 24 h; 100% = twice the neutral-well signal | 2% of 350,000 active | reporter increase, % at 12.5 µM | AID 602393, 2012; in the data active = activation above about 40%;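 also: 0% = median of the plate's neutral control wells and 100% = double that signal; a rise in the Bmi1 reporter signal indicates esBAF inhibition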
Cneo AK release – Cryptococcus neoformans cell lysis inducers, primary screen, AK release luminescence, single concentration | lysis activity, % at 15 µM | 0.2% of 360,000 active | C. neoformans lysis, adenylate kinase release luminescence, 4 h; normalised: neutral wells 0, clomiphene wells 100;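 active = mean lysis activity across replicates of at least 80%, whatever share of replicates individually reach that level; inactive = mean lysis activity below 80%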
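Material – log-phase Cryptococcus neoformans yeast cells · Input – 5 × 10^6 yeast cells/mL · Medium – fresh YPD growth medium · Doses – single compound concentration per well · Timing – static 4 h at 37 °C with compound, 1 h detection · Detection – adenylate kinase release luminescence · Read-out – signal increase indicating cell lysis · Control set – Clomiphene as positive lysis control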
Statin myotox sup – suppressors of statin myotoxicity in C2C12 myotubes, primary screen, cell-based, single point, plate reader | 0.78% of 330,000 active | C2C12 myotubes + simvastatin, ATP luminescence, 48 h; scaled: DMSO 0, geranylgeraniol control 100 | rescue of ATP level, % at 7.49 µM;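 active = mean ATP rescue above about 67%, or every replicate alone reaching that limit, limit read from the data, passing the limit was not always enough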;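 also: myotubes were challenged with 10 µM simvastatin during compound exposure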
SIRT5 block – SIRT5 desuccinylase inhibitors, primary screen, biochemical, fluorescence imaging, single point, set 5. NAD-dependent protein deacylase sirtuin-5, mitochondrial (Homo sapiens), Q9NXA8. Purified SirT5, succinyl-peptide AMC, trypsin-coupled fluorescence. inhibition, % at 15 µM. 1.1% of 330,000 active. AID 652115, 2013; in the data active = inhibition above about 15%
Target sequence (Q9NXA8 whole entry, looked up): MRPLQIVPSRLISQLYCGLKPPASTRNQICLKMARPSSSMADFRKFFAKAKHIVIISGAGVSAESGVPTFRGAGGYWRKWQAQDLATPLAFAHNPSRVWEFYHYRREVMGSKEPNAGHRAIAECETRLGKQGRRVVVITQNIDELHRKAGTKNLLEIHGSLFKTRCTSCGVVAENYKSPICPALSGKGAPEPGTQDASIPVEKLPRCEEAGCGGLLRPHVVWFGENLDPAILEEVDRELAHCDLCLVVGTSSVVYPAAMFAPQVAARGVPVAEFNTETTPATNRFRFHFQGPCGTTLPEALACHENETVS
ERp5 inh – inhibitors of ERp5-driven insulin aggregation, primary screen, biochemical, turbidity, absorbance 650 nm, single point. 0.05% of 350,000 active. 90 min. Protein disulfide-isomerase A6 (Homo sapiens), Q15084. inhibition, % at 9.99 µM;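 active = mean replicate inhibition above about 25%, with every replicate also reaching it, limit read from the data, passing the limit was not always enough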
Target sequence (Q15084 whole entry, looked up): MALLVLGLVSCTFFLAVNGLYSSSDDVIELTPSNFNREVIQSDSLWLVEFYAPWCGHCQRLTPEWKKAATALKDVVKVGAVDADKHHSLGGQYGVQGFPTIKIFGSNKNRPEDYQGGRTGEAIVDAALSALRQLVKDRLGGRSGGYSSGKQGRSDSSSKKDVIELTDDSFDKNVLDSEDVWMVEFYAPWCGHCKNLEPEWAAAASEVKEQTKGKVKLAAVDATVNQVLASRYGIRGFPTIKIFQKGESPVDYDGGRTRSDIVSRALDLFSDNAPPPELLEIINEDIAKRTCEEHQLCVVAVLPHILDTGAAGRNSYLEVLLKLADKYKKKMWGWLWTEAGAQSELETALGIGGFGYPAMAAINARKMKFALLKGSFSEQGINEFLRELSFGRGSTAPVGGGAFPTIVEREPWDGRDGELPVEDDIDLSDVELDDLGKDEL
ARNT-TACC3 inh – disruptors of ARNT/TACC3 protein interaction, primary screen, biochemical, AlphaScreen, single concentration. AlphaScreen His-ARNT PAS-B/GST-TACC3 binding, luminescence; TACC3 fragment carries E629A point mutation. 0.66% of 390,000 active. inhibition, % at 9.99 µM;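 active = mean inhibition of replicates at least 50% and at least half of replicates each reaching 50%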;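 also: 0% = complete ARNT plus TACC3 wells and 100% = ARNT alone without TACC3; many hits fall short of the cut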
Active calls of the source: *; . = not tested or not shown; [ ] = remark or other dose.

SMILES	miR-122 sensor	esBAF inh	Cneo AK release	Statin myotox sup	SIRT5 block	ERp5 inh	ARNT-TACC3 inh
COc1ccccc1C(=O)Nc1ccc(C)c(S(=O)(=O)N2CCCCC2)c1	.	.	0	-1	-1	4	5
C=CCNC(=O)c1ccccc1Cl	3	-2	-3	-8	.	.	-4
O=C(NCCCO)C(=O)Nc1cc2c3c(c1)CCN3C(=O)CC2	-6	-2	2	4	1	3	3
COc1ccc(NC(=O)CSc2nnc(NC(=O)CN3CCOCC3)s2)cc1	.	.	.	.	0	4	1
Cc1n[nH]c(C)c1CCCCOc1ccccc1[N+](=O)[O-]	.	8	0	-16	1	8	13
C[C@H](CO)N1C[C@H](C)[C@@H](CN(C)Cc2ccc(Oc3ccccc3)cc2)Oc2ccc(NC(=O)Nc3cccc4ccccc34)cc2CC1=O	-6[16.7 µM]	-8	4	74*	0	-4	76*
O=C(Nc1ccc(C(=O)N2CCCC2)cc1)C1CCC1	-3	3	-8	2	-6	0	0
CC(=O)N1CCC(N(CCN2CCOCC2)C(=S)Nc2c(C)cccc2C)CC1	.	.	.	.	0	4	-6
CCC(C)(C)NC(=O)c1ccc(S(=O)(=O)N(C)c2ccccc2OC)cc1	5	-1	-3	-12	.	.	2
Cc1noc(C)c1S(=O)(=O)Nc1ccc2c(c1)C(=O)N([C@H](C)CO)C[C@@H](C)[C@@H](CN(C)C(=O)CCCN(C)C)OCCCC[C@@H](C)O2	-4[16.7 µM]	-2	-9	.	.	.	-6
O=C1[C@@H]2C(c3cccnc3)=NO[C@@H]2C(=O)N1c1ccc2ccccc2c1	.	.	.	.	1	1	-6
CC(Oc1ccccc1F)C(=O)NCCN1CCCCC1 (configuration not stated)	-5	-3	-3	.	.	.	21
CN1C(=O)Cn2c1nc1ccccc12	0	1	-2	-1	.	.	-4
CC(=O)c1ccc(NC(=O)CSc2nnc(Cn3c(=O)sc4ccccc43)n2C)cc1	-1	8	2	-6	-4	0	.
CCC(C)c1ccccc1N1CC(C(=O)Nc2cc(S(=O)(=O)N3CCOCC3)ccc2OC)CC1=O (configuration not stated)	.	-3	0	-15	0	-2	-1

In a second layout: three of the compounds above.
mol: C[C@H](CO)N1C[C@H](C)[C@@H](CN(C)Cc2ccc(Oc3ccccc3)cc2)Oc2ccc(NC(=O)Nc3cccc4ccccc34)cc2CC1=O
  miR-122 sensor: -6[16.7 µM]
  esBAF inh: -8
  Cneo AK release: 4
  Statin myotox sup: 74*
  SIRT5 block: 0
  ERp5 inh: -4
  ARNT-TACC3 inh: 76*
mol: O=C(Nc1ccc(C(=O)N2CCCC2)cc1)C1CCC1
  miR-122 sensor: -3
  esBAF inh: 3
  Cneo AK release: -8
  Statin myotox sup: 2
  SIRT5 block: -6
  ERp5 inh: 0
  ARNT-TACC3 inh: 0
mol: CC(=O)N1CCC(N(CCN2CCOCC2)C(=S)Nc2c(C)cccc2C)CC1
  miR-122 sensor: .
  esBAF inh: .
  Cneo AK release: .
  Statin myotox sup: .
  SIRT5 block: 0
  ERp5 inh: 4
  ARNT-TACC3 inh: -6

Additional structures follow:
SMILES	miR-122 sensor	esBAF inh	Cneo AK release	Statin myotox sup	SIRT5 block	ERp5 inh	ARNT-TACC3 inh
CCN1CCN(C(=O)CCc2nnc3ccc(N4CCN(c5cccc(OC)c5)CC4)nn23)CC1	0	2	0	15	-1	-6	4
O=S(=O)(NC1=NCCCCCC1)c1cccs1	.	-7	1	-5	-8	4	0
COc1ccccc1NC(=O)COC(=O)c1cnc(C)cn1	-1	-1	1	11	-8	0	.
CCOc1ncccc1C(=O)OCC(=O)Nc1ccc(S(=O)(=O)N2CCCC2)cc1	-4	-7	0	10	-3	6	.
OC[C@@H]1[C@H](c2ccc(-c3cccnc3)cc2)[C@H]2CN(CC3CC3)CCCCN12	-5[16.7 µM]	-1	-2	-1	-1	2	1
O=C(C[C@@H]1C[C@@H]2c3cc(NC(=O)c4ccc5c(c4)OCO5)ccc3O[C@@H]2[C@@H](CO)O1)NC1CCCC1	-3[16.7 µM]	10	0	1	-1	-6	-9
CCCCCn1c(=O)[nH]c2cc(C(=O)NCCCN3CCCCC3C)ccc2c1=O (configuration not stated)	0	-4	0	0	-3	3	-3
O=C(Nc1ccc(-n2cnnn2)cc1)c1cn2ccccc2n1	-2	.	0	.	-5	2	-4
C/C=C/c1cnc2c(c1)C(=O)N([C@@H](C)CO)C[C@H](C)[C@@H](CN(C)C(=O)NC1CCCC1)O2	-3[16.7 µM]	-2	4	6	17*	-4	-11
O=C(NCC[C@H]1CC[C@H](NC(=O)c2ccncc2)[C@@H](CO)O1)Nc1ccc(Cl)cc1	.	4	-1	-5	-2	-8	-3
COc1cccc(C(=O)N2CCC(O)(c3cccnc3)CC2)c1	.	.	.	.	-3	3	-2
CCCCNC(=O)c1ccc(NC(C)=O)c(Cl)c1	.	.	.	.	1	-6	-3
Cn1c(SCC(=O)NC(=O)NCc2ccccc2)nnc1C(F)(F)F	-5	-16	3	-9	-2	-16	-16
CCOC(=O)C(=Cc1ccc(-c2ccsc2C(=O)OC)o1)C(=O)OCC	-8	8	1	3	.	.	3
COC(=O)C1(CC2CC(c3ccc(Cl)cc3)=NO2)CCN(C(=O)OC(C)(C)C)CC1 (configuration not stated)	1	-10	2	-5	-6	3	-19

Continued:
SMILES	miR-122 sensor	esBAF inh	Cneo AK release	Statin myotox sup	SIRT5 block	ERp5 inh	ARNT-TACC3 inh
COc1ccc(C(=O)NNC(=O)CCC(=O)NNC(=O)c2ccc(OC)cc2)cc1	-6	1	.	-1	-1	1	-1
CCCCOn1c(C)c(C(=O)OCC)c2c3nonc3ccc21	3	0	1	6	.	.	-5
Cc1cc(N2CCCC2)ccc1NC(=O)CN1C(=O)NC(C)(c2ccccc2)C1=O (configuration not stated)	4	0	-1	9	-2	5	2
O=C1c2cccc3cccc(c23)C(=O)N1CCCN(C(=O)c1cccs1)c1cccc(F)c1	11	-2	0	-116	.	.	1
CCN(CC)S(=O)(=O)c1ccc(N(C)CCc2ccc(OC)c(OC)c2)nc1	7	5	-2	6	-8	4	-15
O=C(NS(=O)(=O)Nc1ccccn1)c1c[nH]c2ccccc12	-10	-3	-1	12	-3	4	-7
N#C[C@H]1[C@H](c2ccc(-c3ccccc3F)cc2)[C@@H](CO)N1C(=O)c1ccccn1	.	2	-4	-7	-1	-1	21
C[C@@H]1CCCCO[C@@H](CN(C)Cc2ccc(C(=O)O)cc2)[C@@H](C)CN([C@@H](C)CO)C(=O)c2cc(NS(C)(=O)=O)ccc2O1	-10[16.7 µM]	3	0	.	-4	-5	4
CC(=O)N(c1ccccc1)C(C)c1nc(C#N)c(C#N)nc1C (configuration not stated)	-3	.	5	.	-2	-7	1
CCN(CC)C(=O)Cn1cc(C(=O)C(=O)NCC2COc3ccccc3O2)c2ccccc21 (configuration not stated)	.	.	.	.	2	0	2
COc1ccccc1NC(=O)COc1ccc(Br)cc1CNCCCN1CCOCC1	-7	-4	.	-4	-1	-5	4
O=C(Nc1ccc(N2CCOCC2)c(Cl)c1)C1CCCCC1	5	39	1	-15	.	.	.
COc1ccc(-c2csc3nc(C)nc(N4CCN(c5ccc(C(C)=O)cc5)CC4)c23)cc1OC	-6	-5	2	-11	0	-3	0
C[C@H](CO)N1C[C@H](C)[C@@H](CN(C)Cc2ccncc2)OCCCC[C@H](C)Oc2ccc(NC(=O)Nc3ccc(F)cc3)cc2C1=O	-3[16.7 µM]	-1	2	41	.	.	-5
CCCC(NS(=O)(=O)c1ccc(C)cc1)C(=O)O (configuration not stated)	1	.	1	.	.	.	-5

The listing continues.
SMILES	miR-122 sensor	esBAF inh	Cneo AK release	Statin myotox sup	SIRT5 block	ERp5 inh	ARNT-TACC3 inh
COc1cc(C(=O)Nc2cccc3ncccc23)cc(OC)c1OC	0	-3	-2	92*	.	.	1
Cc1c(OC(C)C(=O)N2C[C@H]3C[C@@H](C2)c2cccc(=O)n2C3)ccc2c3c(c(=O)oc12)CCC3 (some centres not stated)	-5	-2	-3	9	-6	5	-13
COCCn1c(=S)[nH]c2ncccc2c1=O	3	0	3	6	.	.	-3
CS(=O)(=O)Nc1ccccc1C(=O)NC1CC2CCC1C2 (configuration not stated)	5	-6	-5	.	.	.	6
Cc1ccc2nc(NC(=O)CSc3ncnc4c3oc3ccccc34)sc2c1	-6	-3	-1	.	-2	-9	-7
C[C@H]1CN([C@@H](C)CO)C(=O)c2cccc(NC(=O)c3cnccn3)c2O[C@@H]1CN(C)C(=O)NC1CCCCC1	0[16.7 µM]	-1	-21	6	-2	6	-1
Cc1cc(CSC(=N)N)c(CSC(=N)N)cc1C	.	.	.	.	-2	-7	0
COc1ccc(NC(=O)C2CC(=O)N(C)C(=Nc3ccc4c(c3)OCO4)S2)cc1 (configuration not stated)	.	.	.	.	-2	-1	-5
Cc1ccc(OCC(=O)Nc2cccc(S(=O)(=O)N3CCCCCC3)c2)c([N+](=O)[O-])n1	11	5	.	-7	.	0	0
CCOC(=O)[C@@H]1[C@H]2COc3cc(OC)ccc3[C@H]2N2C(=O)N(c3ccc(OC)cc3)C(=O)[C@]12C	3	-1	0	1	.	4	1
Cc1c(C(=O)Nc2ccc(Br)cc2)cnn1C	-4	.	-5	.	.	.	-1
C[C@@H]1CN([C@H](C)CO)S(=O)(=O)c2ccc(-c3cccc(C#N)c3)cc2O[C@@H]1CN(C)C(=O)c1ccncc1	-18[16.7 µM]	-1	3	-32	-1	8	0
COc1ccc(S(=O)(=O)N2CCN=C2SCc2cccc(F)c2)cc1	1	.	-1	.	-5	-11	-3
Cc1cccn2c(=O)c(/C=N/O)c(N3CCCCC3)nc12	1	3	1	-3	.	.	27
C[C@@H]1CN([C@H](C)CO)C(=O)c2cc(NS(=O)(=O)c3cccs3)ccc2O[C@@H](C)CCCCO[C@@H]1CN(C)Cc1ccc(Cl)c(Cl)c1	-3[16.7 µM]	-12	0	.	15	-2	20

Further results follow.
SMILES	miR-122 sensor	esBAF inh	Cneo AK release	Statin myotox sup	SIRT5 block	ERp5 inh	ARNT-TACC3 inh
C=CCNC(=S)/N=c1/ccccn1CCC	.	-12	.	-25	2	-3	-3
O=C(Nc1ccccc1Cl)c1cc(C2CCCCN2C(=O)c2cccs2)on1 (configuration not stated)	2	4	2	4	0	-8	.
COc1ccc(N2CCN(CCCNC(=O)Cn3c(=O)c4cccn4c4ccccc43)CC2)cc1	1	-8	0	44	-2	.	-1
Cc1nn(C(=O)c2cccnc2)c(C)c1C	1	-12	-1	3	.	.	1
O=C(C[C@@H]1C=C[C@@H](NC(=O)CN2CCOCC2)[C@H](CO)O1)NCc1cccc(F)c1	7[16.7 µM]	1	-1	-7	-4	4	10
Cn1c(=O)c(C(=O)Nc2ccccn2)c(O)c2ccccc21	4	-45	-2	19	.	.	-1
COc1ccc(NC(=O)Nc2ccc3c(c2)CC(=O)N([C@@H](C)CO)C[C@H](C)[C@@H](CN(C)C(=O)Nc2ccc4c(c2)OCO4)O3)cc1	12[16.7 µM]	-4	-1	-18	3	-1	-2
COc1ccc(C(=O)Nc2ccc3ccccc3c2)cc1OC	-5	86*	0	-15	0	1	2
O=C(CCCl)Nc1ccc(S(=O)(=O)NCc2ccco2)cc1	-4	-10	-1	6	0	-4	-8
